RORg inh – inhibitors of mouse ROR gamma transcriptional activity; Drosophila S2 Gal4-RORgamma UAS-luciferase reporter, 20 h; 310,000 tested, 5.4% active; AID 2551; P51450; Potency, µM (series often up to 53.6 µM), for inactives: at the top dose activity change, negative = inhibition, hits mostly inhibitors; further: on the % scale 0 is the no-effect control and ±100 the full control effect; nearly all actives have a fitted effect of over 60% in size
Target sequence (P51450 whole entry, looked up, the tested form may be a part): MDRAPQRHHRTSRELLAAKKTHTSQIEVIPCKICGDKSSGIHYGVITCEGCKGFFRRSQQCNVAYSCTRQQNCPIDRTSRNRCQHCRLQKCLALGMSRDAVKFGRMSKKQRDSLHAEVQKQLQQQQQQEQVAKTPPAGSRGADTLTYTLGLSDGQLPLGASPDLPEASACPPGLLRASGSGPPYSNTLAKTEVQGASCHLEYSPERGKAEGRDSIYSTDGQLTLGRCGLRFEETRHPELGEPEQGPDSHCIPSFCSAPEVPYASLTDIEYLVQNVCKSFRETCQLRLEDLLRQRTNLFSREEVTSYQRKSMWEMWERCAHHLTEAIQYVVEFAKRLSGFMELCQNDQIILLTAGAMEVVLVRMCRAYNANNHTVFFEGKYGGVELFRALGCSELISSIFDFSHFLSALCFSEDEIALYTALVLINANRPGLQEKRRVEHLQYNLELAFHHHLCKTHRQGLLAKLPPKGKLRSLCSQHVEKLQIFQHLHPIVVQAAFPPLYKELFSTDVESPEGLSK
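Luminescence from a UAS-regulated Photinus luciferase reporter in stably transfected Drosophila Schneider cells is measured; decreased signal marks ROR gamma inhibition. Fusion expression is induced by 700 uM copper sulfate for 20 hr.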
p53 reactivator – re-activators of mutant p53; H1299 p53-A138V BP100-luciferase reporter, luminescence, 24 h; Potency, µM (titrated, usually from 92.2 µM), without a hit: at the top dose activity change, positive = activation, actives largely listed as activators; 320,000 tested, 0.063% active; further: % of control where 0% means no effect; nearly all actives have a fitted effect of over 45% in size
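p53-null H1299 cells stably carrying temperature-sensitive p53-A138V and a BP100-luciferase reporter were pinned with compounds (4-point, 1:5 series) and held 24 hrs at 37 deg C. Luminescence was read 10 min after detection reagent.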
uPA generation – blocks generation of uPA at the cell surface; cell surface uPA generation assay, qHTS; Potency, µM (top dose mostly 38.3 µM), inactives show at the highest dose activity change, negative = inhibition, usual class: inhibitors; 330,000 tested, 0.31% active; AID 540303; active means well fitted inhibition curve with a large enough effect; inconclusive means small, poorly fitted or top-dose-only effect; inactive means no such curve, though single readings can be large or run the other way; tested in mouse RAW 264.7 cells; further: on the % scale 0 is the no-effect control and ±100 the full control effect; nearly all actives have a fitted effect of over 55% in size
NPC1 promoter act – activates the NPC1 promoter; 320,000 tested, 2.4% active; Huh7 NPC1 promoter luciferase reporter, 24 h; Potency, µM (titrated, usually from 9.22 µM), for the others: at the highest dose activation, usual class: activators;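 further: % of control where 0% means no effect; nearly all actives have a fitted effect of over 60% in size; reporter is driven by a mutant NPC1 promoter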
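Huh7 cells stably carrying NPC1 promoter–luciferase, plated in Opti-MEM with 10% FBS for 2 h, were exposed to compound in DMSO for 24 h at 37 °C; luciferase reagent was added for 10 min and luminescence read.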
FLuc modulator – inhibits or activates purified firefly luciferase, miR-21 counter-screen. P08659. purified FLuc, Km substrates, luminescence inhibition. Potency, µM (series often up to 57.5 µM), for the others: at the top dose activity change, negative = inhibition, most hits filed as inhibitors. 360,000 tested, 6.9% active;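 further: plate controls were vehicle for no effect and reference inhibitor for full effect; nearly all actives have a fitted effect of over 55% in size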
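Purified P. pyralis luciferase, 10 nM final, with Km-level 10 uM D-luciferin and 10 uM ATP in 50 mM Tris acetate pH 7.5, 10 mM Mg acetate, 0.01% Tween-20, 0.05% BSA; 6-point qHTS titration about 60 µM downward; luminescence read.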
MBNL1-CUG inh – MBNL1-poly(CUG) RNA binding inhibition; 280,000 tested, 0.036% active; AID 2675; Potency, µM (series often up to 57.5 µM), for inactives: at the top dose activity change, negative = inhibition, most hits filed as inhibitors; Q9NR56; TR-FRET MBNL1-His/biotin-(CUG)12 binding, 665/545 ratio; active means well fitted inhibition curve with a large enough effect in the signal ratio, with a control signal flat, not every such curve was filed as active; inconclusive means small, poorly fitted or top-dose-only effect, or effect the other way, or a change in a side signal; inactive means no such curve, though single readings can be large or run the other way; the % refers to the signal ratio; further: on the % scale 0 is the no-effect control and ±100 the full control effect
Target sequence (Q9NR56 whole entry, looked up): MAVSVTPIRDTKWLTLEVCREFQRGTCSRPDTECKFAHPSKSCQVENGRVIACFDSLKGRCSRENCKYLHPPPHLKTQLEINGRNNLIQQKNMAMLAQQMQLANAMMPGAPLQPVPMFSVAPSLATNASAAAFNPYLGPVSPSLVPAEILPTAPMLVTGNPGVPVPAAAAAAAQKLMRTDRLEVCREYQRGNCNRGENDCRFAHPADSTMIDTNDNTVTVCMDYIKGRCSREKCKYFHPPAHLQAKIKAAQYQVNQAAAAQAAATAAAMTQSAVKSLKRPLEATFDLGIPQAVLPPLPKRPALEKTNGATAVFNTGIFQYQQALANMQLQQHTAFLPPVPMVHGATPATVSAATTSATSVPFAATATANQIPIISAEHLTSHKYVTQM
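Inhibition of protein-RNA binding appears as loss of TR-FRET between terbium anti-His antibody on MBNL1-His and streptavidin-XL665 on biotin-(CUG)12. Activity is normalized to buffer-only and uninhibited-complex controls.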
Gal4-VP16 FLuc – Gal4-VP16 reporter inhibition counter-screen. Drosophila S2 Gal4-VP16 UAS-luciferase, luminescence, 20 h. Potency, µM (highest dose often 53.6 µM), inactives show at the top dose activity, negative = inhibition, most hits filed as inhibitors. 310,000 tested, 3.5% active. AID 2546;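 further: Gal4-VP16 expression switched on by copper sulfate through the metallothionein promoter; on the % scale 0 is the no-effect control and ±100 the full control effect; nearly all actives have a fitted effect of over 50% in size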
BRCA1 expr up – activators of BRCA1 expression; MCF7-BRCA1-FFLuc reporter, luminescence, 48 h; response scale: scaled: vehicle 0%, 10 µM genistein 100%; Potency, µM (top dose mostly 46.1 µM), for inactives: top-dose activation, most hits filed as activators; 380,000 tested, 1.1% active; AID 624202; further: nearly all actives have a fitted effect of over 80% in size; some results filed as inactive show a strong effect at the top dose
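Cells: MCF7-BRCA1-FFLuc, 2000/well. Exposure: 48 h, 37 °C, 5% CO2. Read: luminescence, 15 min post-substrate. Controls: genistein 10 microM (maximal activation), DMSO (neutral).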
ELG1 genotoxic – induces genotoxicity in HEK293T cells with luciferase-tagged ELG1; HEK293T ELG1-luciferase reporter, luminescence, 16 h; Potency, µM (top dose mostly 46 µM), for inactives: at the top dose activity change, positive = activation, most hits filed as activators; 330,000 tested, 1.3% active; AID 504466; further: % of control where 0% means no effect; nearly all actives have a fitted effect of over 60% in size
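HEK293T cells expressing luciferase-tagged ELG1 were treated with compound or DMSO for 16 hr at 37°C. Luciferase activity was then read after 30 min with ONE-Glo at room temperature; rising signal flags genetic stress.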
Rab9 promoter act – activators of Rab9 promoter; Potency, µM (doses to about 9.22 µM), for the others: top-dose activation, negative = inhibition, most hits filed as activators; 320,000 tested, 2.8% active; Huh7 Rab9 promoter-luciferase reporter, luminescence, 24 h; further: % of control where 0% means no effect; nearly all actives have a fitted effect of over 60% in size
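Using Huh7 cells stably transfected with Rab9 promoter–luciferase, compounds were incubated 24 h at 37 °C, 5% CO2; luciferase luminescence was read 10 min after reagent addition.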
* marks the source's active call; other numbers are inactive results; ? = inconclusive; nt = not tested or not shown; [ ] = dose if it differs, or a comment. Unless noted, the call rests on the fitted dose curve; in most records, active means well fitted curve in the direction sought with a large enough effect; inconclusive means small, poorly fitted or top-dose-only effect, or another doubt; inactive means no such curve, though single readings can be large; an effect the other way counts as inactive or inconclusive. Potency means the concentration at half of the fitted maximal effect.

cpd	smiles	RORg inh	p53 reactivator	uPA generation	NPC1 promoter act	FLuc modulator	MBNL1-CUG inh	Gal4-VP16 FLuc	BRCA1 expr up	ELG1 genotoxic	Rab9 promoter act
1	C/C(=N\NC(N)=O)c1ccc(Cl)s1	17.4%	-2.8%	1.4%	0.3%	0.4%	nt	-3.6%	-32.5%	2.0%	-7.1%
2	Cc1ccc(S(=O)(=O)N(C)CC(=O)NNC(=O)Cc2ccccc2F)cc1	nt	-3.7%	-0.8%	nt	nt	nt	nt	-4.3%	1.5%	nt
3	Cc1ccc(Nc2nc(N)c([N+](=O)[O-])c(N3CCC(C)CC3)n2)cc1C	2.1%	27.6%	5.7%	-2.1%	0.9%	-12.7%	-1.8%	-17.0%	4.8%	-9.0%
4	C[C@@H](NC(=O)C1(c2ccccc2)CCN(C(=O)OC(C)(C)C)CC1)C(=O)N[C@@H](C(=O)O)c1ccccc1	-12.6%	nt	-13.6%	-1.4%	-1.5%	-6.9%	4.6%	-3.4%	-0.5%	-4.6%
5	CCOC(=O)C1=C(C)NC2=C(C(=O)C(C(=O)OC)C(C)C2)C1c1ccc(OC)c(O)c1 (stereo not drawn)	-13.5%	0.5%	-1.6%	-3.1%	4.0%	8.7%	-1.5%	-2.2%	1.4%	-2.9%
6	CN(C)C(=O)CCN1CCOCC1	-10.7%	1.3%	-1.5%	3.6%	2.5%	-13.3%	-2.2%	5.9%	-0.1%	1.8%
7	COc1ccccc1NC(=O)N1CCCC1C(=O)Nc1nnc(C(C)C)s1 (stereo not drawn)	0.0%	0.8%	0.5%	-2.6%	-0.8%	-0.1%	5.5%	-0.3%	4.5%	-6.3%
8	CC(NC(=O)COC(=O)c1ccccc1SCC(=O)N1CCCC1)c1ccccc1 (stereo not drawn)	nt	1.7%	-2.7%	-0.7%	2.9%	nt	nt	8.3%	-0.3%	-3.8%
9	Brc1ccc(-c2nn3c(-c4ccccn4)nnc3s2)o1	-24.6%	1.4%	nt	5.1%	-1.7%	?	26.2%	23.6%	2.0%	-1.3%
10	CC1(C)Cc2c(cnn2-c2ccccc2)C(NC(=O)c2ccoc2)C1 (stereo not drawn)	-16.4%	-1.4%	-2.8%	0.8%	0.1%	1.6%	-1.8%	-14.3%	-11.7%	5.8%
11	O=C(c1ccc(S(=O)(=O)N2CCCCCC2)cc1)N1CCN(Cc2ccccc2)CC1	nt	2.2%	-12.7%	-0.6%	nt	nt	nt	-33.9%	-4.4%	3.6%
12	c1ccc(CCn2nnnc2C(c2cccnc2)N2CCN(c3ccccc3)CC2)cc1 (stereo not drawn)	?	-2.9%	2.7%	-2.4%	-3.9%	-3.8%	-28.8%	-3.4%	-5.9%	-0.1%
13	CCOc1ccc(NC(=O)CN(C)C(=O)c2cc(-c3ccc(OC)cc3)nc3ccccc23)cc1OCC	nt	-10.5%	-26.6%	-1.4%	13.5µM*	nt	nt	-29.1%	-26.6%	1.8%
14	Cc1nnc(NC(=O)CSc2nccn2-c2ccc(F)cc2)s1	-24.4%	-1.3%	0.6%	0.3%	3.8%	7.6%	6.4%	-11.7%	0.8%	-5.6%
15	Cc1cccc(C(=O)NNC(=O)c2ccc(Cl)cc2)c1O	?	?	-2.2%	?	10.7µM*	0.6%	-66.3%	8.9%	9.2µM*	?
16	CCOc1ccc(-c2nnc3sc(COc4ccccc4)nn23)cc1	2.6%	-0.4%	0.7%	-0.6%	-1.0%	-5.1%	2.1%	-4.9%	3.2%	2.3%
17	CC(C(=O)O/N=C(\N)c1ccccn1)c1ccc([N+](=O)[O-])cc1 (stereo not drawn)	18.1%	?	4.3%	1.3%	-3.8%	?	12.6%	68.7%	?	5.0%
18	OCC(CO)(CO)N=Cc1c(O)ccc2ccccc12	-16.7%	-4.7%	10.1%	-2.5%	0.0%	?	-5.7%	-38.7%	-10.6%	10.9%
19	Cc1cccc(NC(=O)COC(=O)c2ccc3nc(C)c(C)nc3c2)c1	nt	6.9%	4.4%	nt	nt	nt	nt	26.7%	-0.1%	nt
20	Cc1ccc(C(=O)NCc2ccc(Cl)cc2)cc1S(=O)(=O)N1CCCCC1	nt	-0.6%	-2.4%	-0.1%	7.3%	nt	nt	-41.1%	-0.6%	-1.7%
21	COc1ccc(C(=O)Nc2ccc(-c3nnn(CC(=O)NCc4ccco4)n3)cc2)cc1	-0.9%	0.9%	-0.6%	-5.6%	6.6%	-0.7%	1.5%	-10.4%	4.9%	-0.9%
22	COCCn1c(CN2CCN(c3cccc(Cl)c3)CC2)nc2c1c(=O)n(C)c(=O)n2C	18.1%	-2.8%	?	-0.6%	3.3%	2.2%	-25.5%	-45.7%	-9.2%	-21.2%
23	CN(C)c1cccc(NC(=O)c2cccc3ccccc23)c1	17.1%	13.7%	-1.6%	14.2%	?	3.1%	19.5%	-40.4%	1.4%	-5.2%
24	COc1ccccc1CNC(=O)C1CC(c2ccccc2[N+](=O)[O-])=NO1 (stereo not drawn)	27.9%	5.4%	-0.6%	20.8%	?	21.8%	2.6%	0.0%	12.3%	29.7%
25	Cc1ccc2sc(NNC(=O)C3=COCCO3)nc2c1C	5.62µM*	-3.5%	-0.2%	-1.6%	-9.1%	-0.1%	?	2.4%	0.4%	19.4%
26	O=C(/C=C/NCc1cccnc1)c1ccc(-c2ccccc2)cc1	-8.4%	?	3.7%	?	?	15.9%	0.5%	50.5%	23.9%	?
27	CC(=O)Nc1ccc(-c2csc(Nc3cc(C)ccn3)n2)cc1	?	12.4%	-0.2%	?	15.1µM*	-5.5%	-2.7%[10 µM]	-7.5%	-13.6%	11.0%
28	O=C(/C(=C/c1ccc(Cl)cc1)c1nc2ccccc2[nH]1)c1ccccc1	4.47µM*	-17.1%	-13.0%	?	?	0.2%	10µM*	-92.9%[inhibitor]	-16.3%	?
29	COc1ccc(C(=O)/C=C/c2cn(CC(O)CN3CCN(C)CC3)c3ccccc23)cc1OC (stereo not drawn)	26.7%	-1.8%	-3.5%	8.5%	?	?	7.0%	-47.9%	-3.7%	0.9%
30	Cn1nc([N+](=O)[O-])nc1Oc1ccccc1C(=O)N1CCOCC1	-2.4%	-0.5%	6.4%	-0.5%	0.1%	?	4.6%	1.6%	-1.2%	-0.2%
31	Cn1c(CSCCOc2ccccc2)n[nH]c1=S	1µM*	0.8%	2.3%	-2.4%	-2.8%	-2.3%	?	-3.6%	-3.1%	1.8%
32	CCOC(=O)C1CCN(C(=O)COc2ccc(Br)cc2C)CC1	-22.3%	-4.3%	-0.4%	-3.5%	-2.0%	2.2%	-22.3%	0.0%	-4.8%	-6.2%
33	CCCN(CC(=O)Nc1ccccc1C)C(=O)C1CC(=O)N(c2cccc(C)c2C)C1 (stereo not drawn)	nt	-8.0%	5.7%	-1.1%	-2.4%	nt	nt	-4.5%	3.0%	-4.8%
34	CC1(C)CC(=O)c2c(O)cc(OCc3ccc(Br)cc3)cc2O1	13.8%	?	nt	2.51µM*	3.01µM*	-2.8%	-5.6%	3.55µM*	2.59µM*	2.82µM*
35	O=C(O)CCSc1ccc([N+](=O)[O-])cc1[N+](=O)[O-]	-31.5%	5.8%	-12.6%	0.8%	-4.7%	?	3.5%[10 µM]	23.8%	1.0%	-4.6%
36	CCOC(=O)C1CCN(C(=O)c2cc3cc4ccc(OC)cc4nc3o2)CC1	?	-5.0%	0.5%	0.631µM*	?	?	-18.4%	-2.1%	?	0.891µM*
37	CS(=O)(=O)c1ccc(Cl)c(NC(=O)CCN2C(=O)C3CC=CCC3C2=O)c1 (stereo not drawn)	nt	1.5%	11.9%	0.2%	4.9%	nt	nt	-12.5%	-4.7%	1.0%
38	CN(C)S(=O)(=O)c1ccc(C(=O)Nc2nnc(SCc3cccc4ccccc34)s2)cc1	-0.7%	0.8%	4.4%	-1.8%	-1.3%	13.6%	-1.4%	-12.6%	7.2%	1.3%
39	O=S1(=O)N[C@H](c2ccccc2)C[C@H](c2ccc(C(F)(F)F)cc2)O1	10.8%	2.6%	-24.5%	-9.7%	3.3%	-1.3%	-2.5%	-3.4%	-4.7%	4.3%
40	c1ccc(N2CCN(c3nnc(Cc4cccnc4)c4ccccc34)CC2)nc1	10.3%	12.2%	nt	-2.1%	-1.5%	-11.6%	-12.6%	-42.2%	-9.0%	6.0%
41	COc1cccc(NC(=O)c2cc(=O)c3ccccc3o2)c1	1.6%	24.0%	21.1%	27.3%	?	?	-1.3%	-1.8%	3.8%	20.4%
42	Cc1nn(-c2cccc(Cl)c2)c2nc(-c3ccncc3)cc(C(=O)N3CCOCC3)c12	?	11.5%	6.0%	-0.8%	-3.1%	nt	?	-59.5%	-4.1%	-3.6%
43	Cn1nc(C(F)(F)F)c(/C=N/OC(=O)c2ccccc2)c1SCc1ccc(Cl)cc1	-20.7%	2.6%	3.4%	-5.6%	4.9%	-0.7%	-0.8%	-8.2%	-10.0%	1.8%
44	CCN(CC)CCCNC(=S)N(Cc1ccco1)Cc1cc2cc3c(cc2[nH]c1=O)OCCO3	-14.2%[10 µM]	-2.5%	nt	0.4%	-6.5%	nt	-8.3%	nt	3.4%	-0.5%
